LGR2 antag – inhibitors of bursicon-induced LGR2 CRE-luciferase signal, primary screen, cell-based, HEK293, CRE-luciferase reporter, bursicon stimulation; Drosophila bursicon receptor LGR2 (rickets); bursicon-stimulated, 4 h; inhibition, % at 9.99 µM; actives 0.35% (n = 380,000); AID 720647, 2013;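 active = drop in luminescence signal, shown as inhibition above about 50% in the replicate tests, limit read from the data, passing the limit was not always enough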;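 also: agonist challenge used bursicon conditioned medium at about half maximal strength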
EWS-Fli block – EWS/Fli-driven NR0B1 reporter inhibitors, primary screen, A673 cells, NR0B1 luciferase, luminescence, MLPCN library; viability-normalised; inhibition, % at 12.6 µM; actives 0.67% (n = 350,000); AID 651661, 2012;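 active = mean inhibition of at least 50% after viability correction, with every replicate also passing that limit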;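 also: firefly luciferase signal divided by Alamar Blue viability fluorescence both relative to DMSO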
FN deposit inh – inhibitors of fibronectin matrix deposition, primary screen, AH1F cells, Alexa488-fibronectin fluorescence, plate reader; AH1F fibroblasts, overnight; inhibition, % at 12.6 µM; actives 0.086% (n = 350,000); AID 743247, 2014;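 active = mean inhibition across replicates of 30% or more, regardless of how many single replicates reach that level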;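 also: positive control wells lacked labelled fibronectin entirely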
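Measured by – fluorescence 485/525 nm · System – AH1F fibroblast monolayer, labelled fibronectin deposition · Amount – 10000 cells per well · Buffer or medium – serum-reduced DMEM (2% serum) · Doses – single dose, pinned · Also added – fluorescent fibronectin at 24 nM final · Schedule – 1 h cell attachment, overnight exposure to compound and label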
PglD inh – C. jejuni PglD acetyltransferase inhibitors, primary screen, biochemical, DTNB colorimetric, single point; UDP-N-acetylbacillosamine N-acetyltransferase PglD (Campylobacter jejuni); purified PglD enzyme, DTNB colorimetric CoA detection; inhibition, % at 12.5 µM; actives 0.098% (n = 360,000); in the data active = inhibition above about 16%, passing the limit was not always enough; also: strong numbers were not always called active
S100A4 inh HTS – inhibitors of S100A4-myosin IIA peptide binding, primary screen, biochemical, fluorescence polarization, TAMRA-MyoIIA peptide; actives 0.14% (n = 360,000); Protein S100-A4 (Homo sapiens), P26447; AID 652163, 2013; inhibition, % at 10.7 µM;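 active = mean inhibition of at least 70% across replicates, with every replicate also reaching that level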
Target sequence (P26447 whole entry, looked up): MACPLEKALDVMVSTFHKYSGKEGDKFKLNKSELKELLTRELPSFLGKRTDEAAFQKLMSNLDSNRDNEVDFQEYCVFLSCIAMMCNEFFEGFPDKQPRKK
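Test system – S100A4 monomer (human) · Compound – single-point compound testing · Schedule – 5 min incubation before reading · Probe or stimulus – TAMRA-labelled myosin IIA heavy-chain peptide probe, 5 nM · Benchmarks – neutral control DMSO, positive control TFP · Medium – Calcium-containing HEPES buffer, pH 7.2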
ERAP1 HTS inh – human ERAP1 aminopeptidase inhibitors, primary screen, biochemical, single point, plate reader; Endoplasmic reticulum aminopeptidase 1 (Homo sapiens), Q9NZ08; recombinant ERAP1, Leu-AMC fluorescence, 60 min; inhibition, % at 10.7 µM; actives 0.15% (n = 340,000);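 active = mean replicate inhibition of at least 30%, or all replicates individually reaching that 30% level; inactive = mean below 30% and not every replicate reaching it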;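 also: 0% = neutral control wells and 100% = L-leucinethiol positive control wells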
Target sequence (Q9NZ08 whole entry, looked up): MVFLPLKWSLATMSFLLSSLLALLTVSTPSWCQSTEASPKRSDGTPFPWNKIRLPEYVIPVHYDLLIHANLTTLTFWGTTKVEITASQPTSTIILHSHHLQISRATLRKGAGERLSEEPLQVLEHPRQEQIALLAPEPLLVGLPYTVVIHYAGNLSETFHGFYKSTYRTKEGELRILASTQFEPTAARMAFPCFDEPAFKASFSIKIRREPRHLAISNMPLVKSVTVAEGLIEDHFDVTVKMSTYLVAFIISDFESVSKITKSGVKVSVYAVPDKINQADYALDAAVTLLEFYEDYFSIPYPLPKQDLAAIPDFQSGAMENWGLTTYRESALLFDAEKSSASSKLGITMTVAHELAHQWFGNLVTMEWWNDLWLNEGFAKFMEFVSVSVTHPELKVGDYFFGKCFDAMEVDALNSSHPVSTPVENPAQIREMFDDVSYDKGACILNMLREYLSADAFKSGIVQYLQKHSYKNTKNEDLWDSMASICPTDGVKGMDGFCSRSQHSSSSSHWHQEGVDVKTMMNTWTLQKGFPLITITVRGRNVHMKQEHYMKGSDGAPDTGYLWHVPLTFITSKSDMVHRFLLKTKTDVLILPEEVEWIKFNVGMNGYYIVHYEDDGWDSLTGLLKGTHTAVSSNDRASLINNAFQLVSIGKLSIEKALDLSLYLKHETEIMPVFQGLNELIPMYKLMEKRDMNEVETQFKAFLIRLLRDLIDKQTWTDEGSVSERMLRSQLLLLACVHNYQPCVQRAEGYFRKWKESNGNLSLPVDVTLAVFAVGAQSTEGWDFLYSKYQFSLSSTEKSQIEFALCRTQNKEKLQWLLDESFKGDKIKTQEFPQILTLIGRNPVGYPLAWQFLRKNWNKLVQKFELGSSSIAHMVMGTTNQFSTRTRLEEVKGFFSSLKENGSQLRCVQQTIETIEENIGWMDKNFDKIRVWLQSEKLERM
PAX8 reporter – inhibitors of PAX8-driven TPO luciferase reporter, primary screen, RMG-I cells, single concentration; inhibition, % at 12.6 µM; actives 1.2% (n = 360,000); SteadyGlo, 24 h;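 active = mean replicate inhibition at least 60% with every replicate also reaching 60%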;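 also: luciferase light reporting Pax8 driven TPO promoter activity; plate controls were median of neutral control wells for no effect and mitoxantrone controls for full effect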
PGC1a acetyl inh – inhibitors of PGC1a acetylation signal, primary screen, cell-based, U2OS, AlphaScreen, inhibitor mode | AlphaScreen anti-acetyl-lysine; with virally co-expressed GCN5 acetyltransferase | inhibition, % at 15.6 µM | actives 0.17% (n = 350,000) | AID 651687, 2012;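 active = every replicate shows inhibition of at least 40%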;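 also: 0% = neutral control wells and 100% = positive control wells; some results beyond the cut were filed as inactive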
* = called active by the depositor; nt = no result given.

# | canonical_smiles | LGR2 antag | EWS-Fli block | FN deposit inh | PglD inh
1 | COc1ccc(OCC(=O)Nc2nonc2NC(=O)COc2ccc(OC)cc2)cc1 | -20 | -2 | -3 | -8
2 | O=C(C[C@H]1C=C[C@H](NC(=O)C2CCC2)[C@@H](CO)O1)NC1CCC1 | 16 | -7 | nt | 0
3 | CCN(c1cccc(C)c1)S(=O)(=O)c1cc2c3c(c1)CCC(=O)N3CCC2 | -14 | 11 | -9 | -4
4 | COc1ccc(CN(C)C[C@H]2Oc3ccc(NC(=O)Nc4ccc(C(F)(F)F)cc4)cc3C(=O)N([C@H](C)CO)C[C@H]2C)cc1 | -3 | 8 | 1 | 0
5 | CCCC(C)c1nnc(NC(=O)CS(=O)(=O)Cc2ccccc2)s1 (centres undefined) | nt | nt | -6 | 3
6 | COCCNC(=O)C[C@H]1CC[C@H]2[C@@H](COC[C@@H](O)CN2C(=O)Nc2ccccc2OC)O1 | 12 | nt | 10 | -3
7 | C[C@H]1CN([C@@H](C)CO)C(=O)c2cc(C3=CCCCC3)cnc2O[C@@H]1CN(C)C(=O)c1ccc(F)cc1 | 2 | 4 | -4 | 2
8 | O=C(Nc1ccccc1Cl)c1cc(S(=O)(=O)N2CCC3(CC2)OCCO3)ccc1F | -17 | 13 | 4 | 4
9 | C[C@H]1CN([C@@H](C)CO)C(=O)c2cc(C#CC3CCCCC3)cnc2O[C@@H]1CN(C)C(=O)NC1CCCC1 | 0 | -4 | -21 | 2
10 | CCNC(=O)C[C@H]1CC[C@@H]2[C@H](COC[C@@H](O)CN2C(=O)Nc2ccc3c(c2)OCO3)O1 | 6 | -24 | -1 | 2
11 | CCOC(=O)C1(Cc2ccccc2C)CCCN(C(=O)c2ccnn2C)C1 (centres undefined) | 3 | -14 | 2 | 5
12 | Cc1noc(C)c1S(=O)(=O)Nc1ccc2c(c1)C(=O)N([C@H](C)CO)C[C@H](C)[C@H](CN(C)Cc1ccc3c(c1)OCO3)O2 | 12 | 4 | -3 | 3
13 | CCC(=O)Nc1ccc2c(c1)OC[C@@H](C)N(CCc1ccccc1)C[C@@H](C)[C@H](OC)CN(C)C2=O | 4 | 3 | 9 | 2
14 | Cc1occc1-c1nnc(SCC(=O)NCC2CCCO2)n1C (centres undefined) | nt | nt | 1 | 3
15 | CCCNC(=O)Nc1ccc2c(c1)OC[C@H](C)N(Cc1cccnc1)C[C@@H](C)[C@@H](OC)CN(C)C2=O | -1 | 9 | -9 | 4

# | S100A4 inh HTS | ERAP1 HTS inh | PAX8 reporter | PGC1a acetyl inh
1 | -2 | 0 | 29 | 6
2 | 8 | -1 | -12 | -1
3 | -1 | -3 | -6 | 2
4 | 1 | -3 | nt | 1
5 | nt | nt | -20 | 7
6 | -8 | -2 | nt | 1
7 | 6 | 3 | nt | -24
8 | -3 | 1 | 11 | -9
9 | 5 | -6 | nt | 3
10 | 7 | -2 | -8 | -1
11 | 1 | 1 | -12 | 0
12 | -3 | 2 | nt | 6
13 | 10 | nt | 16 | -4
14 | nt | nt | 6 | 0
15 | 0 | nt | 7 | -2

Copied from the list:
PGC1a acetyl inh with cpd 3 stands at 2
LGR2 antag with cpd 10 stands at 6
FN deposit inh with cpd 5 stands at -6

More records
# | canonical_smiles | LGR2 antag | EWS-Fli block | FN deposit inh | PglD inh
16 | O=C(N[C@H]1CC[C@H](CCn2cc(-c3ccc(F)cc3)nn2)O[C@@H]1CO)c1cnccn1 | 20 | -2 | nt | 0
17 | COc1ccc(-c2cc(C(=O)N3CCN(c4ccccc4F)CC3)c3ccccc3n2)c(OC)c1 | -12 | 4 | 13 | 0
18 | COC(=O)c1sc(=S)sc1C(=O)OC | 8 | 10 | nt | -4
19 | COc1ccc(NC(=O)CNC(=O)c2ccco2)cc1 | -11 | -30 | 0 | -5
20 | CC(=O)Nc1cccc(C(=O)OCC(=O)NCc2cc(C)c(O)c(C)c2)c1 | -19 | -5 | -5 | -5
21 | O=C(COC(=O)COc1cccc(F)c1)NCC1CCCCC1 | 6 | -2 | 2 | -2
22 | CO[C@@H]1CN(C)C(=O)c2cc(NC(=O)c3ccc(Oc4ccccc4)cc3)ccc2OC[C@H](C)NC[C@@H]1C | -6 | 31 | 14 | -5
23 | N#Cc1ccc(C(=O)OCC(=O)N2CCCCCC2)cc1 | 11 | -1 | 9 | 1
24 | O=C(CN1C(=O)CCSc2ccccc21)Nc1ccccc1 | 20 | nt | 2 | -3
25 | CCOC(=O)[C@]12CCC=C1N(Cc1cccc3ccccc13)C(=O)[C@H](CC(=O)NCc1ccc(C)o1)C2 | 4 | 3 | -5 | nt
26 | COc1cccc(CN2CC(C(=O)NC3CCC(O)CC3)CCC2=O)c1 (centres undefined) | -1 | 1 | 3 | -4
27 | COC(=O)[C@@]12CCCCN1[C@H](c1ccc(-c3ccc(C(C)=O)cc3)cc1)[C@@H]1C(=O)N(C)C(=O)[C@@H]12 | 31 | 15 | 1 | -5
28 | CNC[C@H](Cc1ccccc1)NC[C@@H](Cc1cccc2ccccc12)NCCc1ccc(C)cc1 | 4 | 46 | 5 | 5
29 | C[C@@H]1CN([C@@H](C)CO)C(=O)c2cc(NC(=O)Nc3ccc4c(c3)OCO4)ccc2O[C@H]1CN(C)Cc1ccc(C(F)(F)F)cc1 | -8 | 7 | nt | -1
30 | O=C(C[C@@H]1CC[C@H]2[C@@H](COC[C@@H](O)CN2C(=O)c2ccc3c(c2)OCO3)O1)NC1CCC1 | -31 | 5 | 4 | 4

# | S100A4 inh HTS | ERAP1 HTS inh | PAX8 reporter | PGC1a acetyl inh
16 | 2 | 3 | 3 | 0
17 | 1 | -1 | nt | nt
18 | 2 | -4 | nt | -15
19 | -8 | nt | -34 | 4
20 | 0 | 1 | -22 | nt
21 | -1 | -4 | -2 | 9
22 | 0 | -2 | 17 | 5
23 | -2 | 3 | nt | -10
24 | nt | nt | nt | 23
25 | -2 | 2 | 3 | nt
26 | -3 | 4 | nt | 3
27 | -3 | 4 | 10 | 12
28 | -1 | nt | 5 | 17
29 | 4 | 1 | nt | -8
30 | -8 | 1 | -11 | -2

Two neighbouring entries from above, quoted:
# | canonical_smiles | LGR2 antag | EWS-Fli block | FN deposit inh | PglD inh
1 | COc1ccc(OCC(=O)Nc2nonc2NC(=O)COc2ccc(OC)cc2)cc1 | -20 | -2 | -3 | -8
2 | O=C(C[C@H]1C=C[C@H](NC(=O)C2CCC2)[C@@H](CO)O1)NC1CCC1 | 16 | -7 | nt | 0

# | S100A4 inh HTS | ERAP1 HTS inh | PAX8 reporter | PGC1a acetyl inh
1 | -2 | 0 | 29 | 6
2 | 8 | -1 | -12 | -1

New compounds follow:
# | canonical_smiles | LGR2 antag | EWS-Fli block | FN deposit inh | PglD inh
31 | COc1ccc(/C=N/N2CCN(C3c4ccccc4-c4ccccc43)CC2)cc1OC | -7 | nt | 0 | -4
32 | CO[C@H]1CN(C)C(=O)c2cc(NC(=O)c3ccc(F)cc3)ccc2OC[C@@H](C)NC[C@@H]1C | 4 | -2 | 0 | -2
33 | O=C1CC[C@@H](O)CCN1CC[C@H](Sc1ccc(Br)cc1)c1ccccc1 | -15 | -6 | -4 | -7
34 | O=C(CSC1=Nc2ccccc2C2=NC(c3ccccc3)C(=O)N12)NC1CCCCC1 (centres undefined) | nt | nt | -6 | -6
35 | C[C@H]1CN([C@@H](C)CO)C(=O)c2ccccc2-c2ccccc2CO[C@@H]1CN(C)Cc1cccc(C(F)(F)F)c1 | 13 | 13 | -31 | nt
36 | O=C(Cc1ccc(Br)cc1)NCc1ccccc1 | -28 | 9 | -9 | -3
37 | O=S(=O)(c1ccc2c(c1)nc1n2CCC1)N1CCOCC1 | nt | nt | -1 | -1
38 | COc1cccc(C(c2sc3nc(C)nn3c2O)N2CCC3(CC2)OCCO3)c1 (centres undefined) | -1 | -4 | -8 | -2
39 | CCOc1ccc(NC(=O)CSc2nnc(CNC(=O)c3cccs3)o2)cc1 | 1 | nt | 0 | 1
40 | CCN(C)C1CN(Cc2cn(Cc3ccc(C)cc3)nn2)S(=O)(=O)C1 (centres undefined) | 9 | -1 | 0 | nt
41 | COc1ccccc1S(=O)(=O)N(C)C[C@H]1OCc2ccccc2-c2c(n(C)c3ccccc23)C(=O)N([C@H](C)CO)C[C@H]1C | 3 | 10 | -11 | -3
42 | Nc1nc(SCC(=O)N2CCOCC2)[nH]c(=O)c1-c1ccccc1 | 6 | -6 | -3 | 8
43 | Cn1c(=O)c2c(ncn2Cc2ccccc2)n(C)c1=O | 4 | 10 | -6 | 0
44 | O=C(Nc1cc(F)ccc1F)N1CC(=O)N2[C@H](CO)[C@@H](c3ccc(-c4cccc(F)c4)cc3)[C@H]2C1 | 7 | -8 | nt | nt
45 | O=c1cnnc(N/N=C/C2CC=CCC2)[nH]1 (centres undefined) | nt | -10 | -2 | 3

# | S100A4 inh HTS | ERAP1 HTS inh | PAX8 reporter | PGC1a acetyl inh
31 | nt | nt | 8 | nt
32 | nt | nt | 22 | 5
33 | 2 | -1 | -25 | 8
34 | nt | nt | -18 | 6
35 | 8 | -1 | 32 | -4
36 | 4 | -8 | 6 | nt
37 | nt | nt | -18 | 5
38 | 2 | -1 | 0 | 7
39 | -3 | -5 | -11 | -1
40 | -4 | -3 | -28 | nt
41 | 0 | -2 | 18 | 16
42 | 2 | 4 | 8 | 8
43 | 1 | -4 | 1 | 5
44 | -2 | nt | 24 | -5
45 | -1 | 5 | -5 | nt

Next section.
# | canonical_smiles | LGR2 antag | EWS-Fli block | FN deposit inh | PglD inh
46 | COc1ccc2c3c(n(C)c2c1)[C@@H](CO)N(Cc1cccc(Cl)c1)CC31CN(C(C)=O)C1 | 22 | 5 | nt | nt
47 | Cc1cccc2nnc(-c3ccccc3)n12 | -6 | 2 | 9 | 11
48 | CC(C)c1cc(Cn2c3ccccc3c(=O)n2C(C)Cn2cc(C3CC3)nn2)on1 (centres undefined) | 1 | -1 | -3 | nt
49 | Cc1cc(C(=O)N/N=C/c2ccc(-c3ccc([N+](=O)[O-])cc3C)o2)n[nH]1 | -4 | -1 | 4 | 3
50 | Cc1csc(NC(=O)CSc2ccc([N+](=O)[O-])cn2)n1 | 16 | nt | 15 | -3
51 | CO[C@H]1CN(C)C(=O)c2ccc(NC(=O)c3ccccc3F)cc2OC[C@@H](C)N(CC2CCOCC2)C[C@H]1C | 9 | 3 | 5 | 0

# | S100A4 inh HTS | ERAP1 HTS inh | PAX8 reporter | PGC1a acetyl inh
46 | 13 | 2 | nt | 15
47 | 13 | 2 | -4 | -2
48 | 1 | 0 | -15 | nt
49 | 9 | 2 | -22 | 5
50 | 2 | -3 | -3 | -13
51 | -5 | -7 | -9 | -1

Sorted by formula weight (ascending): 3 of the compounds above
# | canonical_smiles | LGR2 antag | EWS-Fli block | FN deposit inh | PglD inh
50 | Cc1csc(NC(=O)CSc2ccc([N+](=O)[O-])cn2)n1 | 16 | nt | 15 | -3
46 | COc1ccc2c3c(n(C)c2c1)[C@@H](CO)N(Cc1cccc(Cl)c1)CC31CN(C(C)=O)C1 | 22 | 5 | nt | nt
51 | CO[C@H]1CN(C)C(=O)c2ccc(NC(=O)c3ccccc3F)cc2OC[C@@H](C)N(CC2CCOCC2)C[C@H]1C | 9 | 3 | 5 | 0

# | S100A4 inh HTS | ERAP1 HTS inh | PAX8 reporter | PGC1a acetyl inh
50 | 2 | -3 | -3 | -13
46 | 13 | 2 | nt | 15
51 | -5 | -7 | -9 | -1
